PNC inhibitor: blocks assembly of the perinucleolar compartment. PC3M PTB-GFP, PNC prevalence imaging, 16 h; active compounds read low. activity change (PNC), negative = inhibition, % at 10 µM. 140,000 compounds, 3.1% hits. AID 2417;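 active = readout at or below -70, meaning at least 70% loss of cells showing the perinucleolar compartment, a nuclear body marking cancer cells; inconclusive = readout between -30 and a set limit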;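 note: plate controls were DMSO wells for no effect and camptothecin positive control wells for full effect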
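Compounds are pinned in duplicate onto adhered PC3M cells stably expressing GFP-tagged PTB and incubated 16 h at 37 C. Cells are then fixed, nuclei stained with Hoechst, and PNC-positive cells counted.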
IMPase inh: cell-permeable inhibitors of inositol monophosphatase (IMPase). inhibition (IP1 accumulation), % at 46.1 µM. CHO-M1 cells, IP1 accumulation, HTRF TR-FRET ratio. 120,000 tested, under 10 active. AID 901. P97697; active = well fitted curve in the direction sought with a large enough effect in the signal ratio, not every such curve was filed as active; inconclusive = small, poorly fitted or top-dose-only effect, or a change in a side signal; inactive = no such curve, though single readings can be large or run the other way; the % refers to the signal ratio;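 note: cells stimulated with carbachol in lithium chloride buffer; plate controls were DMSO basal wells for no effect and reference inhibitor wells for full effect; higher means more IMPase inhibition seen as more IP1 and lower FRET ratio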
Target sequence (P97697 whole entry, looked up): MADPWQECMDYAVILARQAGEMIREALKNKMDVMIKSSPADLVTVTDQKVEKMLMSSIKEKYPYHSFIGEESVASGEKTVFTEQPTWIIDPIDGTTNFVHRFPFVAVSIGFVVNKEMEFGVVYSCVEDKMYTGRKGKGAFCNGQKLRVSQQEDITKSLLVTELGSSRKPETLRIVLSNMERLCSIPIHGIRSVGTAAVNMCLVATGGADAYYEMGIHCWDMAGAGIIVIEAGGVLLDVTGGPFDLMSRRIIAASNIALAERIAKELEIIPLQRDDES
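In this qHTS, compounds (final up to 46 uM) act on CHO-M1 cells that are then activated through the M1 receptor with carbachol, in pH 7.4 buffer containing 50 mM LiCl, for 30 min. IP1 accumulation is quantified by the IP-One immunoassay.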
ALOX15B inhib: 15-hLO-2 (ALOX15B) enzyme inhibition; Potency, µM (top dose mostly 57.1 µM), inactives show at the top dose activity change, negative = inhibition, most hits filed as inhibitors; O15296; purified 15hLO-2, xylenol orange hydroperoxide absorbance; 110,000 compounds, 0.56% hits; note: potency is the fitted concentration of half-maximal effect; nearly all actives have a fitted effect of over 60% in size; many of its hits are not listed in these tables
Target sequence (O15296 whole entry, looked up): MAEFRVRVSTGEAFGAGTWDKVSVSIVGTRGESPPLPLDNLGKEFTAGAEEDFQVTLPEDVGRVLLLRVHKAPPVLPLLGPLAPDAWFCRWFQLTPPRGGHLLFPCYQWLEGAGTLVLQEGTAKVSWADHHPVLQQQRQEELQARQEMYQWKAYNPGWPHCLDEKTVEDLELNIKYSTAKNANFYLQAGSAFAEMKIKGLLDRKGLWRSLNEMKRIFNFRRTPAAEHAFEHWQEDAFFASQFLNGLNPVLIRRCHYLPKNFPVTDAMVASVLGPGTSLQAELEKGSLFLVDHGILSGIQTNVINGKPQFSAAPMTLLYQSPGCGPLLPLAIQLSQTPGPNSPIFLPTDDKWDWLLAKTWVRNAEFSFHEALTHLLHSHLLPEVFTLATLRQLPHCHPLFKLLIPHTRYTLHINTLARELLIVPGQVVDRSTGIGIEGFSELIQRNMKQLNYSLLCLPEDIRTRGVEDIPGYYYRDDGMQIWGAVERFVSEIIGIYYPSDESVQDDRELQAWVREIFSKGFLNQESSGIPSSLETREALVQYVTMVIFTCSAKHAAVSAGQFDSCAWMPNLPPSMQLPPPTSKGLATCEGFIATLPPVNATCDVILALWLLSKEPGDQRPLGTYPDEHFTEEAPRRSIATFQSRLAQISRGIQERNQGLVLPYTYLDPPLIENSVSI
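Purified human 15hLO-2 (50 nM final) preincubated with compounds 15 min at room temperature in 25 mM Hepes pH 7.5, 0.01% Triton X-100, then 45 uM arachidonic acid added for 90 min; hydroperoxide detected via ferrous/xylenol orange, 573/405 nm absorbance ratio.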
12-hLO inh: 12-hLO (ALOX12) enzyme inhibition; P18054; purified 12-hLO, xylenol orange hydroperoxide absorbance; Potency, µM (highest dose often 57.1 µM), without a hit: at the top dose activity change, negative = inhibition, usual class: inhibitors; 150,000 compounds, 0.12% hits; AID 1452; note: potency is the fitted concentration of half-maximal effect; nearly all actives have a fitted effect of over 55% in size; many of its hits are not listed in these tables
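Xylenol orange chromogenic assay: hydroperoxide from 12hLO oxidises Fe(II), giving red-shifted Fe(III)-XO absorbance. Conditions: 150 nM enzyme, 40 uM arachidonic acid, 25 mM Hepes pH 7.0, 0.01% Triton X-100, 30 min, room temperature.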
Numbers without * were called inactive; ? = inconclusive; · = no result given; [ ] = remark or other dose. Unless noted, calls come from the whole dose curve; as a rule, active = well fitted curve in the direction sought with a large enough effect; inconclusive = small, poorly fitted or top-dose-only effect, or another doubt; inactive = no such curve, though single readings can be large; an effect the other way counts as inactive or inconclusive. Unless noted, % is set by controls: 0 for no effect and ±100 for the full control effect. The list is partial (hit frequency here may not be typical).

PNC inhibitor,IMPase inh,ALOX15B inhib,compound,12-hLO inh
40,0,·,Cc1cccc(C(=O)NC(NC(=S)Nc2ccc(S(N)(=O)=O)cc2)C(Cl)(Cl)Cl)c1 (stereo not drawn),?
45,-3,5%,CCCC(C(=O)c1ccccc1)n1cncn1 (stereo not drawn),-1%
10,-2,52%[activator],COc1ccc2c(c1)nc(N)n2Cc1ccccc1,4%
2,-4,3%,CCS(=O)(=O)N1CCN(C(=O)c2cccnc2)CC1,-3%
53,7,-6%,Cc1ccc(-c2nnc(N3CCN(C(=O)COc4ccccc4)CC3)c3ccccc23)cc1,-2%
28,-6,-3%,Cn1c(N)c(C#N)c2c(c1=S)COC(C)(C)C2,-3%
-15,4,·,CCOc1cc2c(cc1OCC)C(c1ccc(OC)cc1)N(c1ccccc1)C(=O)C2 (stereo not drawn),1%
13,7,2%,O=C(CN(c1ccccc1)S(=O)(=O)c1ccccc1[N+](=O)[O-])NN=C1CCCCCCC1,-17%
18,8,16%,Cn1c(SCc2ccc(C#N)cc2Cl)nc2ccccc21,-7%
?,5,-5%,CCn1c(=NC(=O)CSCC(=O)Nc2nccs2)sc2ccccc21,-4%
-9,·,·,CC1CCN(CCCCOc2ccc(Br)cc2)CC1,-2%
-27,·,·,CNC(=S)Nc1ccc(Br)cc1,0%
?,·,·,Cc1occc1C(=O)NNC(=O)COc1ccc(Br)cc1Br,0%
3,3,-4%,CCOc1cc(C#N)c(NC(=O)Cn2nnc3ccccc32)cc1OCC,-3%
27,-3,-5%,CCOC(=O)N1CCN(C(=O)CSc2nnc(-c3cccc(OC)c3)o2)CC1,-4%
-8,·,·,COc1cc(/C=C2/SC(=S)N(C)C2=O)ccc1OC(=O)c1ccco1,3%
-27,0,9%,O=C(CN1CCNCC1)Nc1ccccc1Cl,-3%
?,2,·,Oc1nc(Nc2ccc(Cl)cc2Cl)sc1/C=C1\C=Nc2ccccc21,-12%
-9,2,1%,Cc1csc(SCc2nnc(-c3ccccc3Br)o2)n1,-8%
?,0,-6%,CCCN(CCC)S(=O)(=O)c1ccc(C(=O)Nc2ccc(OCC(=O)N3CCOCC3)cc2)cc1,1%
?,-2,?,COc1ccc(-c2ccc(C(=S)N3CCN(C(C)=O)CC3)o2)cc1,-12%
15,-6,1%,CCOCCn1c(SCc2ccc(F)cc2)nc2c1c(=O)[nH]c(=O)n2C,-2%
29,6,-5%,COc1ccccc1NC(=O)CSc1nnc(-c2ccoc2C)n1CCc1ccccc1,-8%
30,0,-3%,O=C(CSc1nc(-c2ccccc2)cc(C(F)(F)F)n1)NCCN1CCOCC1,2%
?,-3,·,O=C(NCCc1cccc(Cl)c1)c1ccc(Cl)c([N+](=O)[O-])c1,-3%
38,10,7%,O=C(O)CCSCCC(=O)O,-3%
1,-1,·,CCOC(=O)CNc1ncc([N+](=O)[O-])cc1C#N,-3%
-15,2,3%,CCOC(=O)c1ccc(OCc2c(C)noc2C)cc1,2%
40,-2,11%,COc1ccccc1-c1nnc2sc(-c3cc4ccccc4o3)nn12,-6%
15,12,35%[activator],Cc1ccccc1Nc1nc(N)nc(CN(C)c2ccccc2)n1,-4%
·,·,8%,CC(C)c1cccc2cc3c(nc12)-c1cccc(=O)n1C3,-1%
?,-3,0%,CCOCC(=O)N1CCCC(C(=O)OCC)C1 (stereo not drawn),2%
9,·,·,CS(=O)(=O)N1CCN(c2ccc(C(=O)NC34CC5CC(CC(C5)C3)C4)cc2[N+](=O)[O-])CC1,2%
9,0,4%,CCOC(=O)c1c(C)c(C(=O)NCCOC)c(C)n1CC,2%
0,13,0%,O=c1c2ccccc2n(Cc2ccccc2F)c(=O)n1Cc1ccccc1F,-4%
-2,-2,1%[2.29 µM],Cc1ccc(OCC(=O)Nc2ccc(-c3nc4ncccc4o3)cc2)c(C)c1,2%
42,·,·,COc1ccc(O[C@H]2C=C[C@@H](c3ccccc3)O[C@@H]2COC(=O)CC/C(C)=N/O[C@@H](C)c2cc(-c3c(C)cc(C)cc3C)no2)cc1,-2%
25,1,1%,Cc1ccc2cc(-c3noc(C(C)(C)C)n3)c(=O)[nH]c2c1,-5%
?,-3,-3%,Cc1ccc(C)c(Oc2nnnn2-c2ccccc2)c1,-11%
-119*,-1,·,CCCS(=O)(=O)n1nc(-c2ccc(Br)cc2)cc1N,-4%
4,10,1%,Cc1ccc(SCCNS(=O)(=O)c2ccc(F)cc2)cc1,-14%
8,·,·,N/C(=N\OS(=O)(=O)c1ccc(Cl)cc1)c1cccnc1,3%
·,·,27%,CNc1ncnc2ccc(-c3ccccc3OC)cc12,-1%
-29,5,5%,CC1(c2cnc(Nc3ccccc3)s2)CCC(=O)O1 (stereo not drawn),-8%
?,-2,-6%,CN(C)c1nc(Oc2ccc(=O)n(-c3ccccc3)n2)nc(N2CCOCC2)n1,-9%
·,·,-4%[11.4 µM],NS(=O)(=O)c1ccc(NCc2nc3ccccc3[nH]2)cc1,-1%[11.4 µM]
?,9,-4%,COc1ccc(C)cc1NC(=O)c1cnc2sccn2c1=O,-1%
-12,1,0%,Cc1nc2n(n1)C(c1ccccc1)C1=C(CC(c3ccco3)CC1=O)N2 (stereo not drawn),12%
78,4,-3%,CC(Sc1nnc(CNc2cccc3ccccc23)n1-c1ccccc1)C(=O)N/N=C/c1ccco1 (stereo not drawn),-3%
?,5,5%,COC(=O)Nc1ccc(S(=O)(=O)N2CCCC(C(=O)Nc3cccnc3)C2)cc1 (stereo not drawn),-4%
?,·,·,Nc1cc(C(F)(F)F)cc2c1SCC(=O)N2,0%
-2,6,-2%,CCn1c(CSc2nnc3ccccn23)nc2cc(C(=O)O)ccc21,1%
?,·,·,COc1ccc(/C=C2\SC(N3CCc4ccccc4C3)=NC2=O)cc1OC,0%
49,·,·,COc1ccc(Nc2nc(CN3CCOCC3)nc3sc4c(c23)CCC(C)C4)cc1OC (stereo not drawn),1%
-17,7,13%,O=C(c1ccccc1)C(CCC(CN1CCOCC1)C(=O)c1ccccc1)CN1CCOCC1 (stereo not drawn),-5%
·,·,7%[11.4 µM],c1ccc(C[n+]2cccc(-c3cc4ccccc4[nH]3)c2)cc1,5%[11.4 µM]
2,6,-5%,CC/C(=C\C(=O)c1ccncc1)Nc1ccc(O)cc1,-22%
-20,·,·,Cc1ccc(O)c(N=Cc2ccc(C)s2)c1,-16%
23,?,·,c1ccc(-c2cnn3c(-c4ccccc4)c(-c4ccccc4)nc3n2)cc1,-6%
?,4,13%,O=C(NCCN1CCOCC1)c1ccc(Cl)c(S(=O)(=O)N2CCCCCC2)c1,-4%

The list continues:
PNC inhibitor,IMPase inh,ALOX15B inhib,compound,12-hLO inh
?,-4[0.369 µM],·,Cc1ccc(NC(=O)C2CCN(C(=O)NC3CCCCC3)CC2)c(C)c1,-3%
-20,-4,2%,CCn1c(CNc2ccc(F)cc2)nnc1SCC(=O)N1CCCc2ccccc21,-8%
?,?,5%[11.4 µM],Cc1cc(C)cc(-n2nnc(C(=O)NCc3ccccc3)c2N)c1,-2%
56,1,6%,CCn1nc2cc(C(=O)NCc3cc(C(F)(F)F)cc(C(F)(F)F)c3)ccc2c1OC,-2%
15,-4,-3%,Cc1c(Br)c([N+](=O)[O-])nn1C(C)C(=O)NCc1cccs1 (stereo not drawn),1%
16,7,1%,CCc1nnc(NC(=O)CSc2nnc(-c3cccnc3)n2CCc2ccccc2)s1,-2%
6,·,·,CCOC12CC(C)(C)CC(C)(CC3=C1C(=O)CC(C)(C)C3)C2 (stereo not drawn),-1%
?,4,·,O=C(O)c1cccc(-c2nnn(Cc3ccccc3)n2)c1,2%
22,7,-8%,COc1ccc(CCSc2nnc(C3CCCCC3)n2N)cc1,3%
?,·,·,COc1cccc(C(=O)NNC(=S)NC2CCCCC2)c1,-7%
-11,?,-12%,Cn1c(=O)[nH]c(=O)c2c1nc(NC1CCCCC1)n2Cc1ccccc1,-2%
-15,18,-8%,O=C(Nc1ccc(S(=O)(=O)NCCc2ccccc2)cc1)c1ccco1,2%
-1,-4,7%,Cc1ccc(N(C)C(=O)N2CCN(S(=O)(=O)c3ccc4ccccc4c3)CC2)cc1,-5%
9,3,-11%,Cc1ccc(S(=O)(=O)N2CCCCC2C(=O)N2CCN(Cc3ccccc3)CC2)cc1 (stereo not drawn),-7%
-14,·,·,COc1ccc(NC(=S)N(CCc2c(C)[nH]c3ccc(C)cc23)Cc2ccco2)cc1,-3%
20,2,4%,Cc1ccc(Cl)cc1N1CCN(C(=O)Cc2cn(C)c3ccccc23)CC1,-12%
33,5,4%,O=C(CN(c1ccc(Cl)c(C(F)(F)F)c1)S(=O)(=O)c1ccccc1)N1CCOCC1,-10%
98,-7,·,COc1cccc(-n2nnc3c(=O)n(CC(=O)N4CCC(C)CC4)cnc32)c1,-5%
-11,-11,1%,CCC1=NN(C(=O)C(=O)Nc2ccccc2OC)C(O)(C(F)(F)F)C1 (stereo not drawn),-3%
?,·,·,O=C(O)C1OC(Oc2cc3oc(-c4ccccc4)cc(=O)c3c(O)c2O)C(O)C(O)C1O (stereo not drawn),1%
22,0,1%,Cn1nc(-c2ccc(Cl)cc2)c2cc(C(=O)N3CCOCC3)sc21,10%
22,1,-4%,O=C1CSC(=S)N1CC1CCCO1 (stereo not drawn),-5%
?,-3,-2%,CCCCN(C)CCn1c(=S)[nH]c2ccc(N3CCOCC3)cc2c1=O,6%
14,-4,-2%,CCCC(=O)N1c2ccccc2C(N(C(C)=O)c2ccccc2)CC1C (stereo not drawn),3%
0,26,·,COc1ccc(N=c2scc(-c3ccc(OC)cc3)n2CCO)cc1,3%
?,3,5%,O=C(O)C1C(c2ccccc2)C(C(=O)Oc2ccccc2)C1c1ccccc1 (stereo not drawn),-1%
-11,3,2%,Cc1cc(C)n(-c2nc3c(c(=O)n(C)c(=O)n3C)n2C)n1,4%

Among those listed so far, 12 have an aryl thioether with sulfur outside any ring.
PNC inhibitor,IMPase inh,ALOX15B inhib,compound,12-hLO inh
18,8,16%,Cn1c(SCc2ccc(C#N)cc2Cl)nc2ccccc21,-7%
27,-3,-5%,CCOC(=O)N1CCN(C(=O)CSc2nnc(-c3cccc(OC)c3)o2)CC1,-4%
-9,2,1%,Cc1csc(SCc2nnc(-c3ccccc3Br)o2)n1,-8%
15,-6,1%,CCOCCn1c(SCc2ccc(F)cc2)nc2c1c(=O)[nH]c(=O)n2C,-2%
29,6,-5%,COc1ccccc1NC(=O)CSc1nnc(-c2ccoc2C)n1CCc1ccccc1,-8%
30,0,-3%,O=C(CSc1nc(-c2ccccc2)cc(C(F)(F)F)n1)NCCN1CCOCC1,2%
4,10,1%,Cc1ccc(SCCNS(=O)(=O)c2ccc(F)cc2)cc1,-14%
78,4,-3%,CC(Sc1nnc(CNc2cccc3ccccc23)n1-c1ccccc1)C(=O)N/N=C/c1ccco1 (stereo not drawn),-3%
-2,6,-2%,CCn1c(CSc2nnc3ccccn23)nc2cc(C(=O)O)ccc21,1%
-20,-4,2%,CCn1c(CNc2ccc(F)cc2)nnc1SCC(=O)N1CCCc2ccccc21,-8%
16,7,1%,CCc1nnc(NC(=O)CSc2nnc(-c3cccnc3)n2CCc2ccccc2)s1,-2%
22,7,-8%,COc1ccc(CCSc2nnc(C3CCCCC3)n2N)cc1,3%

Compound activity (PubChem)
